Screening results as filed in PubChem BioAssay.
RmlC RmlD mix – RmlC/RmlD inhibition, mixture screen; RmlC/RmlD coupled enzyme inhibition, 384-well mixture HTS; inhibition, % at 5.5 µM; actives 0.39% (n = 110,000); in the data active means inhibition above about 30%, passing the limit was not always enough; further: strong numbers were not always called active
HIV RNase H inh – inhibitors of HIV-1 reverse transcriptase RNase H; AID 565; actives 1.9% (n = 65,000); inhibition, % at 10 µM; P04585; RT-RNase H RNA/DNA duplex cleavage, fluorescence; in the data active means inhibition above about 50%
* = called active by the depositor; . = no result given. These rows are one share of the data; rates above refer to the full screens.

SMILES	RmlC RmlD mix	HIV RNase H inh
C=C(C)CSc1nc2ncccc2[nH]1	-6.9	-2.3
CN(C)CCCC(=O)c1ccc2c(c1)OCO2	3.0	.
Cn1c(CN2CCCC2)nc2cc(NS(=O)(=O)c3ccccc3)ccc21	-16.2	0.5
CCc1ccc(C(=O)COC(=O)CNC(=O)c2cccs2)cc1	-75.5	.
CC1CCCC(NC(=O)Cc2ccc(Br)cc2)C1C (stereo unspecified)	1.6	.
CSC1=C(C#N)C(c2ccc(C(C)C)cc2)CC(=O)N1 (stereo unspecified)	-5.3	-12.7
CCOC(=O)c1ccc(NC(=O)CN2C(=O)C(=O)N(CC(C)C)C2=O)cc1	8.2	.
O=C(Nc1ccc(N2CCCC2)c(Cl)c1)c1ccc(Br)o1	5.4	11.4
CCCCCC/C(C)=C1/SC(=S)NC1=O	9.6	.
COC(=O)C(O)(CC(=O)Nc1ccc(C)c(F)c1)C(F)(F)F (stereo unspecified)	-6.6	.
CCCCNC(=O)C1CCCNC1=O (stereo unspecified)	4.8	.
Cc1cc(C)c2c(n1)nn1c(C)c(CCC(=O)NCc3ccco3)c(C)nc21	-10.0	-5.3
C=CCOc1ccccc1/C=c1\sc2nc(-c3oc4ccccc4c3C)nn2c1=O	1.3	43.0
Cc1ccc(C)c(N2CCN(C(=O)c3ccc(Cn4c(=O)[nH]c5ccccc5c4=O)cc3)CC2)c1	-13.4	0.8
COC(=O)c1ccccc1NC(=S)NC(=O)COc1ccccc1	16.4	.
COc1ccc(OC)c(N(CC(=O)NCCSc2ccccc2)S(C)(=O)=O)c1	-9.3	-49.3
Cc1cc(=O)c2n(Cc3ccc(Cl)cc3)nc[n+]2[nH]1	-13.8	6.0
Cc1cc2nc3n(c2cc1C)CC1CC(C(=O)NCc2cccc(C(F)(F)F)c2)N(C)C31 (stereo unspecified)	-2.3	.
N=C(N)SCc1nc2ccccc2c(=O)n1-c1ccccc1Cl	8.2	.
Clc1ccc(C2=CSC3=Nc4cccc5cccc(c45)N23)cc1	8.8	.
CN(C)c1ccc(CNC23CN4CN(CN(C4)C2)C3)cc1	-11.9	12.0
Nc1cccc2cnccc12	3.2	11.4
O=c1cc(O)c(-c2ccccc2Cl)c(Cl)[nH]1	5.9	.
Cc1ccc(S(=O)(=O)N/N=C2/CC(c3ccccc3)Oc3ccccc32)cc1 (stereo unspecified)	-11.7	.
CC(C(=O)N/N=C/c1ccc(N(C)C)c(Br)c1)N(c1ccccc1)S(C)(=O)=O (stereo unspecified)	-4.5	.
The list goes on:
SMILES	RmlC RmlD mix	HIV RNase H inh
Cc1ccc(C)c(N2C(=O)CC(N3CCN(Cc4ccc5c(c4)OCO5)CC3)C2=O)c1 (stereo unspecified)	-3.7	-1.5
CCOC(=O)N(C)OC(=O)Nc1ccc(Cl)c(Cl)c1	4.6	-13.3
Nc1nc2n(n1)C(c1cccc(Br)c1)CC(c1ccc(F)cc1)N2 (stereo unspecified)	8.4	-0.5
Cc1cc(C)c(OCCCCn2cnc3ccccc3c2=O)c(C)c1	0.7	.
Cc1ccc(-c2nc3ccccc3c(=O)n2CCN2CCOCC2)cc1	-6.8	-14.5
CCCNCc1cc(OC)c(OCCC)cc1Cl	6.0	.
O=C(O)CC1CCS(=O)(=O)C1 (stereo unspecified)	-12.7	-5.3
Cc1noc(C)c1C(=O)N1CC(C)OC(C)C1 (stereo unspecified)	-207.3	.
COc1ccccc1CN(Cc1nc2ccccc2c(=O)[nH]1)C(=O)Nc1cccc(C)c1	-5.9	.
CO/N=C/c1ccc(N2CCN(C(=O)c3ccc(F)cc3)CC2)c([N+](=O)[O-])c1	-68.1	.
COc1ccc(-c2noc(-c3ccc(C)cc3)n2)cc1	6.2	.
O=C(O)c1ccccc1OCCOc1ccccc1C(=O)O	14.4	3.7
Cn1c(=O)c2c(nc(N3CCNCC3)n2Cc2cccc3ccccc23)n(C)c1=O	7.6	-1.0
O=C(C1CCN(S(=O)(=O)c2ccc(Cl)cc2)CC1)N1CCOCC1	-0.1	.
O=C(c1ccc(N2C(=O)CCC2=O)cc1)N1CCN(c2ccccc2)CC1	14.3	3.6
O=C(O)CCN1Cc2ccccc2C1=O	13.6	-4.7
COc1ccc(NC(=O)CCN2CCN(S(=O)(=O)c3cc(Cl)ccc3OC)CC2)cc1	-9.7	-15.9
Cc1nn(C)cc1/C=N/O	-6.2	0.6
Cc1nn(C)cc1/C=N/NC(=O)c1ccc2c(c1)OCO2	7.8	.
NC(=O)c1ncc(C(F)(F)F)cc1Oc1ccc(C(F)(F)F)cc1	-6.5	.
CN1CCCCc2c1nc1ccccc1c2N (tested in a mixture with another compound)	4.8	3.1
CCOc1cc(CN2CCN(c3cccc(C(F)(F)F)c3)CC2)ccc1OC	4.0	.
Cc1nc2ccc(Cl)cn2c1P(=S)(N1CCOCC1)N1CCOCC1	3.6	-15.5
CCCNC(=O)c1nc2ncc(Br)cn2n1	-59.1	-9.3
Clc1ccc(C2=C3CCCCn4c(-c5ccccc5)c[n+](c43)C2)cc1	-180.1	.

Sorted by heavy-atom count (descending): part of the list above
SMILES	RmlC RmlD mix	HIV RNase H inh
CCOc1cc(CN2CCN(c3cccc(C(F)(F)F)c3)CC2)ccc1OC	4.0	.
Clc1ccc(C2=C3CCCCn4c(-c5ccccc5)c[n+](c43)C2)cc1	-180.1	.
O=C(C1CCN(S(=O)(=O)c2ccc(Cl)cc2)CC1)N1CCOCC1	-0.1	.
O=C(O)c1ccccc1OCCOc1ccccc1C(=O)O	14.4	3.7
Cc1nn(C)cc1/C=N/NC(=O)c1ccc2c(c1)OCO2	7.8	.

(cont.)
SMILES	RmlC RmlD mix	HIV RNase H inh
O=C(Nc1ccc2nc(-c3cccs3)c(-c3cccs3)nc2c1)NC1CC1	-8.1	.
CCN(CC)C(=O)CSc1nc(-c2cccs2)cc(-c2cccs2)c1C#N	-6.7	.
CC(=O)Nc1cccc(Cl)c1C(=O)O	6.9	-5.8
COc1ccc(-n2cnnc2SCC(=O)Nc2nc(C)c(Cl)cc2Cl)cc1	-19.4	.
CCOC(=O)C1CCN(C(=O)C2CCN(S(=O)(=O)CC)CC2)CC1	38.2	1.0
COc1ccc(-c2nnc(SCC(=O)N3CCN(c4ccccc4)CC3)o2)cc1OC	.	1.1
Cc1nc2ccc(S(=O)(=O)Nc3cc(-c4nc5cccnc5s4)ccc3C)cc2s1	-2.5	.
COc1ccc(CN2CCNC(=O)C2CC(=O)O)c(OC)c1 (stereo unspecified)	-7.6	-9.3
CCOC(=O)c1c(-c2ccc(-c3ccccc3)cc2)csc1NC(=O)C1C2CCC(O2)C1C(=O)O (stereo unspecified)	13.8	.
CC(=O)SC(C)CC(=O)Nc1ccccc1 (stereo unspecified)	11.8	-11.0
O=C(CN1CCN(C(c2ccccc2)c2ccccc2)CC1)NC(=O)NCc1ccco1	-10.5	9.4
O=C(Cc1cccs1)Nc1ccccc1NC(=O)Cc1cccs1	.	-2.8
Cc1ccc(C(C)C)c(OCCN2C(=O)NC(C)(C)C2=O)c1	-19.6	.
Cc1cc2oc3c(c(=O)c2cc1C)C(c1ccc(F)cc1)N(CCCN1CCOCC1)C3=O (stereo unspecified)	15.2	0.8
CCCOC(=O)C1=C(C)NC2=C(C(=O)CC(C)(C)C2)C1c1ccc(N(C)C)cc1 (stereo unspecified)	-3.0	27.3
Cc1cccc(N2CCN(C(=O)C3CCN(S(=O)(=O)c4cccc5nsnc45)CC3)CC2C)c1 (stereo unspecified)	-28.9	-29.2
CC(C)COC(=O)n1c(=O)oc2cc(S(=O)(=O)N3CCCCC3)ccc21	5.9	5.4
O=C(CN1CCN(c2ccccn2)CC1)NCCc1ccccc1	7.8	-3.4
CCc1nnc(NC(=O)CSc2nnc(CSc3nc(C)cc(C)n3)o2)s1	-12.8	-9.2
COc1cc(/C=C2\S/C(=N/S(=O)(=O)c3ccc(C)cc3)NC2=O)c([N+](=O)[O-])cc1OC	3.4	.
COc1cc(OC)cc(C(=O)NC(=S)NCCc2ccccc2)c1	-4.7	.
COc1ccc(C)cc1NC(=O)CN1CCN(S(=O)(=O)c2ccc(F)cc2)CC1	-11.5	-4.6
COC(=O)c1sc(S(=O)(=O)Nc2ccc3cn[nH]c3c2)c(C(=O)OC)c1C	-18.9	3.9
O=C(CCCN1C(=O)CCC1=O)Nc1cccc(C(F)(F)F)c1	-3.5	-5.6
COc1ccccc1NC(=O)N1CCCC1C(=O)Nc1nnc(C(C)C)s1 (stereo unspecified)	10.2	-10.6
(list continues)
SMILES	RmlC RmlD mix	HIV RNase H inh
CCc1ccc(CCC(=O)Nc2nnc(CC)s2)o1	5.8	-6.4
CC(C)N(C)C1CCN(C(=O)Nc2ccc(Cl)c(Cl)c2)CC1	3.8	-6.3
Cc1ccccc1C(=O)/C=C1/c2ccccc2CC(C)(C)N1C	-13.3	.
CCC(C)NS(=O)(=O)c1ccc(NS(=O)(=O)c2ccc(F)cc2)cc1 (stereo unspecified)	9.8	.
O=C(NNC1=C(C(=O)C(F)(F)F)CCC1)c1ccc(Br)cc1	-16.2	.
N#CC1=C(N)C(C#N)(C#N)C(c2ccncc2)C2CN(C(=O)OCc3ccccc3)CC=C12 (stereo unspecified)	12.5	.
C=CCN1C(=O)c2oc3ccccc3c(=O)c2C1c1ccc(O)c(OC)c1 (stereo unspecified)	.	4.6
CCC(Sc1nc2ccccc2c(=O)n1CC1CCCO1)C(=O)NCc1cccnc1 (stereo unspecified)	-8.3	-13.0
Cc1ccc(C2=NCCNC2=O)c(C)c1	-19.7	1.1
Cc1ccccc1-n1c(=O)cc(N2CC(C)OC(C)C2)[nH]c1=O (stereo unspecified)	4.1	-14.7
O=C(NCCO)c1ccc(-c2nnc(N3CCOCC3)c3ccccc23)cc1	-8.5	-13.9
COCCn1c(SCC(=O)Nc2sccc2C(N)=O)nc2cc(Cl)ccc2c1=O	2.2	.
CC(C)(C)NC(=O)NC(=O)Cn1cc(C(F)(F)F)ccc1=O	-37.7	-9.5
O=C(c1ccc(-n2cccc2)cc1)N1CCN(Cc2ccccc2)CC1	-7.7	.
COc1ccc(OC)c(C2/C(=C(\O)c3c(C)nc4ccccn34)C(=O)C(=O)N2CCCN(C)C)c1 (stereo unspecified)	.	-3.2
CC12CN3CC(C)(CN(C1)C31CCOCC1)C2=O	7.6	.
CC(/C=N/NC(=O)c1n[nH]c2c1CCC2)=C\c1ccccc1	27.1	.
CCn1cc(C(=O)c2ccccc2)c2ccccc21	10.8	.
CCOC(=O)c1cc2c(ccn2C)n1CC(=O)N1CCN(c2ccccc2OC)CC1	-7.2	-14.4
COc1cccc(C2CC(c3ccccc3OC)n3ncnc3N2)c1 (stereo unspecified)	-10.4	-27.3
CCCCNC(=O)CSc1nnc(Cc2ccccc2)n1CC	6.5	.
CCOC(=O)N1CCC(NC(=O)CCc2cn(C)c3ccccc23)CC1	-1.9	-2.7
CC1(C)C(=O)C2(CCCC2)C(=O)OC1c1ccco1 (stereo unspecified)	14.1	-4.2

A different layout for part of the listing above:
> CC(/C=N/NC(=O)c1n[nH]c2c1CCC2)=C\c1ccccc1
  RmlC RmlD mix: 27.1; HIV RNase H inh: .
> CCn1cc(C(=O)c2ccccc2)c2ccccc21
  RmlC RmlD mix: 10.8; HIV RNase H inh: .
> CCOC(=O)c1cc2c(ccn2C)n1CC(=O)N1CCN(c2ccccc2OC)CC1
  RmlC RmlD mix: -7.2; HIV RNase H inh: -14.4
